# High-throughput results: PubChem BioAssay, several laboratories
# GalR3 antagonist – blocks the human galanin receptor 3; AID 651719; 360,000 tested, 0.44% active; inhibition, % at 3 µM; HEK293 GalR3-CNG cAMP membrane potential fluorescence; galR3 body fused to GalR1 C-terminus; O60755;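 active means inhibition above the screen-wide average plus 3 SD, cut at about 13% in these data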;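 further: forskolin and galanin both at EC90 stimulate the cells; cAMP rise reported by CNG channel membrane potential dye signal; 0% = forskolin plus galanin with DMSO and 100% = forskolin alone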
# Target sequence (O60755 1-299 limits assumed): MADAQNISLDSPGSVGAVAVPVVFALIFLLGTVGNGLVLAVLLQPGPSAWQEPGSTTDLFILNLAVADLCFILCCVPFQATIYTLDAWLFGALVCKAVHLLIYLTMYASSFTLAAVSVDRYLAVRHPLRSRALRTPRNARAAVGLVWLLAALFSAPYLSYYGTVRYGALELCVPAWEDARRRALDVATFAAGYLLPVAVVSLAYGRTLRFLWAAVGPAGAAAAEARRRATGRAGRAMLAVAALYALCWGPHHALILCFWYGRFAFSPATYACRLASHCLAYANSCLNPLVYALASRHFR
# NALP1 yeast inh – NALP1 inhibition | 280,000 tested, 0.61% active | inhibition, % at 10 µM | S. cerevisiae NALP1/ASC/caspase-1 growth, X-gal OD620, 72 h; in the data active means inhibition mostly above about 24%, no sharp cut-off; inactive means mostly below about 32%; further: some compounds called inactive have numbers as strong as hits
# M18AAP inhibitor – PfM18AAP enzyme inhibition; recombinant PfM18AAP, H-Glu-NHMec fluorogenic cleavage; inhibition, % at 7.35 µM; 290,000 tested, 1.2% active;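 active means inhibition above the campaign mean inhibition over all tested compounds plus 3 SD, cut at about 28% in these data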;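 further: 0% = plate median of test compound wells and 100% = 2 mM ZnCl2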
# OXTR ag – activates the human oxytocin receptor. P30559. CHO-OTR cells, Fluo-8 calcium fluorescence; normalized: DMSO 0%, oxytocin 100%. activation, % at 3 µM. 320,000 tested, 0.32% active. AID 2435;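 active means activation above the mean of all tested compounds plus 3 SD, cutoff set per screening run, cut at about 20% in these data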;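 further: peak over basal fluorescence ratio from a 100 s FLIPR kinetic read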
# Target sequence (P30559 whole entry, looked up): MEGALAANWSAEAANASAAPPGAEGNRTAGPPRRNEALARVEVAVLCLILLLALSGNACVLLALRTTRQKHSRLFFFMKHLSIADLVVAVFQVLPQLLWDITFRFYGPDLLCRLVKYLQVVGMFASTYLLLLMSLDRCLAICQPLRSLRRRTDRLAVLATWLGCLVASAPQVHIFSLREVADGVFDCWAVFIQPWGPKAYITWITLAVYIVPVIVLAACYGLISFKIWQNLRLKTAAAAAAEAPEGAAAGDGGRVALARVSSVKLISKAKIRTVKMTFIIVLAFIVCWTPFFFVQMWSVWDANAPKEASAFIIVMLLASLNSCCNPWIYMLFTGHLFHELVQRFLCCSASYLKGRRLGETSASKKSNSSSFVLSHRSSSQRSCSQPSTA
# GPR7 antagonist – blocks human GPR7 receptor signaling; P48145; GPR7-expressing cells, fluorescence antagonist assay; inhibition, % at 4.4 µM; 290,000 tested, 1.1% active; in the data active means inhibition above about 16%, passing the limit was not always enough;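 further: cells stimulated with the agonist NPW; 0% = agonist with vehicle and 100% = vehicle without agonist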
# MEKK2 mut-MEK5 – signal of MEK5 binding to mutant human MEKK2 PB1 domain | bead flow cytometry, Alexa488-MEK5 binding to MEKK2 mutant | percent response, % at 10 µM | AID 1530 | 290,000 tested, 0.35% active; in the data active means percent response above about 24%, passing the limit was not always enough; further: inactives centre near 1; some results filed as inactive read as strong as hits
# MEKK2 WT-MEK5 – raises or lowers MEK5 binding to wildtype human MEKK2 PB1 domain | 290,000 tested, 1.1% active | binding response (% of control), % at 10 µM | bead flow cytometry, Alexa488-MEK5 binding to MEKK2 WT; actives lie on both sides; in the data active means binding response below about 67% or above about 130%
# OXTR potentiate – potentiates the human oxytocin receptor response | P30559 | CHO-OTR cells, Fluo-8 calcium fluorescence, potentiator mode; 0% = oxytocin EC15, 100% = EC100 | activation, % at 3 µM | 320,000 tested, 0.061% active | AID 2445;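 active means activation above that plate's cutoff, the mean activation of tested compounds plus 3 SD, cut at about 6.6% in these data, passing the limit was not always enough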;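 further: 100% uses oxytocin at 75 nM as the full agonist control; some results filed as inactive read as strong as hits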
#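 Dosing: Single dose, 3.0 µM nominal final compound concentration | Material: Human OTR in CHO cells | Technique: Kinetic Fluo-8 calcium fluorescence | Benchmarks: EC15 oxytocin alone as 0%, 75 nM oxytocin as 100% | Probe or stimulus: Oxytocin at about EC15, sub-maximal agonist stimulus | Incubation: Compound 6 min at room temperature before oxytocin, 100 s read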
# V1aR counter – counter-screen for oxytocin receptor agonists: human V1a receptor agonists; activation, % at 3 µM; 320,000 tested, 0.25% active; CHO-V1R cells, Fluo-8 calcium fluorescence, agonist mode; 0% DMSO, 100% 3 nM vasopressin; P37288;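 active means activation above the mean activation of all tested compounds plus 3 SD, per screening run, cut at about 20% in these data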;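 further: signal is peak over basal fluorescence ratio across a 100 second FLIPR read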
# Target sequence (P37288 whole entry, looked up): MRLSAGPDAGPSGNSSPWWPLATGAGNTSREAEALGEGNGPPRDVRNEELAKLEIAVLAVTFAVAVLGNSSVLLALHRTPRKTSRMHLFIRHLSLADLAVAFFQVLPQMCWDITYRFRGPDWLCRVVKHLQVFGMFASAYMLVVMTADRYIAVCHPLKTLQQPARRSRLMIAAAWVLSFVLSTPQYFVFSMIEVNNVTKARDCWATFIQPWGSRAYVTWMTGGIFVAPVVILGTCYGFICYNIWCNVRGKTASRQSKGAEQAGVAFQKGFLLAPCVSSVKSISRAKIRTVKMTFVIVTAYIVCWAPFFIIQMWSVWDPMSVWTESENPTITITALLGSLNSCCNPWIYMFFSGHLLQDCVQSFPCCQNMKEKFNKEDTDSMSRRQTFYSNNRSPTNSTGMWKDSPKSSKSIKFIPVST
# * hit, by the source's call; . = no result given.
1) O=C(CCN1C(=O)c2ccccc2C1=O)Nc1ccc(-c2nc3ccccc3s2)cc1
2) Cc1ccc(C(=O)NC(C)c2ccc(S(N)(=O)=O)cc2)s1 (stereo unspecified)
3) Cc1ccc(CC(=O)Nc2nccs2)cc1
4) COc1ccc(C)cc1NC(=O)C(OC(=O)C1=NNC(=O)CC1)c1ccccc1 (stereo unspecified)
5) CCOc1ccc(/C(O)=C2/C(=O)C(=O)N(c3ccccn3)C2c2ccc(C)cc2)c(C)c1 (stereo unspecified)
6) Cc1ccccc1-c1nnn(CC(=O)NCc2ccc3c(c2)OCO3)n1
Compound	1	2	3	4	5	6
GalR3 antagonist	-5	-8	-3	-7	-10	4
NALP1 yeast inh	6	24	.	.	-1	9
M18AAP inhibitor	-17	-2	3	.	5	3
OXTR ag	1.5	0.4	-0.3	-0.4	0.2	0.9
GPR7 antagonist	-3	-5	16	.	2	-7
MEKK2 mut-MEK5	0	0	0	.	-3	3
MEKK2 WT-MEK5	100	100	99	.	98	103
OXTR potentiate	-5	-2	-1	-6	5	5
V1aR counter	1.5	1.2	0.3	0.2	0.9	-0.2

7) O=C(CCCOc1ccc(Cl)cc1)N1CCOCC1
8) CCOC(=O)c1c(NC(=O)CSc2nnc(C)s2)sc2c1CCC(C)C2 (stereo unspecified)
9) COc1ccc(C(=O)N/N=C/c2ccc(OC)c(OS(=O)(=O)c3ccccc3)c2)cc1
10) CCCCc1cc(=O)oc2cc(C)cc(OCC(=O)Nc3ccccn3)c12
11) O=C(Cc1cccs1)Nc1nc2c(s1)CCCC2
12) CCN(CC)C(=O)c1c(-c2ccccc2)oc2ccc(O)cc12
Compound	7	8	9	10	11	12
GalR3 antagonist	1	-6	-6	-5	-6	-11
NALP1 yeast inh	9	8	13	12	12	-9
M18AAP inhibitor	-1	-7	1	4	3	8
OXTR ag	-0.1	-1.1	-0.6	-2.1	1.1	-1.4
GPR7 antagonist	10	0	-3	-19	19	14
MEKK2 mut-MEK5	-2	1	1	2	-19	-1
MEKK2 WT-MEK5	101	99	106	100	64	98
OXTR potentiate	-6	-10	-2	-6	0	-11
V1aR counter	1.6	1.8	-0.2	-0.3	1.5	-0.5

13) Cc1ccc(CNCC(=O)Nc2ccc(N3CCOCC3)cc2)cc1
14) Cc1ccc(C(=O)CSc2cc(C)[nH]c(=O)n2)cc1
15) CCCC1=NN(C(=O)Cc2ccc(OC)c(OC)c2)C(O)(C(F)(F)F)C1 (stereo unspecified)
16) CCOC(=O)c1cnc(-n2nc(C)cc2C)nc1N1CCOCC1
17) NC1=C(O)C(=O)C(c2ccccc2)O1 (stereo unspecified)
18) Cc1cc(C)c(S(=O)(=O)Nc2nnc(CC(C)C)s2)c(C)c1
Compound	13	14	15	16	17	18
GalR3 antagonist	10	-2	-6	-3	-7	-1
NALP1 yeast inh	19	5	-6	2	8	13
M18AAP inhibitor	-2	10	1	-9	6	0
OXTR ag	3.8	-1.6	0.1	-0.8	0.4	-0.8
GPR7 antagonist	-12	-7	-2	2	-8	17
MEKK2 mut-MEK5	1	-4	-3	-2	2	-2
MEKK2 WT-MEK5	92	100	98	100	97	100
OXTR potentiate	-4	-1	-11	1	-12	-8
V1aR counter	0.5	-0.8	-0.6	0.7	1.5	1.2

19) O=C(NNC(=O)c1c(F)cccc1F)c1ccccc1OC(F)(F)F
20) CCOC(=O)C1=C(N)n2c(s/c(=C\c3ccncc3)c2=O)=C(C(=O)OCC)C1c1ccncc1 (stereo unspecified)
21) O=c1[nH]c2ccc(S(=O)(=O)Nc3ccc(Cl)cc3)cc2o1
22) Cc1ccsc1CN(C)CC(=O)NCC(=O)Nc1ccc(F)cc1
23) CC(=O)Nc1c(-c2ccc(F)cc2)nc2ccccn12
24) CC1(C)C(=O)Nc2ccccc2N1C(=O)COC(=O)c1cccs1
Compound	19	20	21	22	23	24
GalR3 antagonist	-2	-2	3	-7	1	-6
NALP1 yeast inh	22	-12	1	.	11	.
M18AAP inhibitor	-2	2	-6	.	-3	.
OXTR ag	-0.6	0.6	.	0.8	-0.3	0.9
GPR7 antagonist	-9	-10	5	.	-6	.
MEKK2 mut-MEK5	-4	-11	3	.	12	.
MEKK2 WT-MEK5	102	90	102	.	108	.
OXTR potentiate	-1	6	.	-10	-1	-1
V1aR counter	0.7	0.6	.	0.4	6.0	0.4

25) COc1ccccc1NC(=S)N1CC(C)OC(C)C1 (stereo unspecified)
26) CS/C(=N\S(=O)(=O)c1ccc(Cl)cc1)c1ccccc1
27) O=C(c1ccc(C(F)(F)F)cc1)N1CCC(=O)N(C(COCc2ccc(C(F)(F)F)cc2)Cc2ccccc2)CC1 (stereo unspecified)
28) NC(=O)c1ccc(N=C2C(=O)Nc3ccc([N+](=O)[O-])cc32)cc1
29) Cc1csc(NC(=O)Cc2c(F)cccc2Cl)n1
30) CN1CCN(C(=O)C2=C[C@@H](c3csc4ccccc34)C[C@@H](OCc3ccc(CO)cc3)O2)CC1
Compound	25	26	27	28	29	30
GalR3 antagonist	-6	-1	-5	13*	-8	-5
NALP1 yeast inh	3	20	20	14	-5	11
M18AAP inhibitor	5	-4	-11	6	-14	4
OXTR ag	0.1	0.8	0.0	1.1	1.0	6.3
GPR7 antagonist	19	-8	-2	8	-8	-4
MEKK2 mut-MEK5	-8	-16	1	-6	10	9
MEKK2 WT-MEK5	82	77	89	90	105	107
OXTR potentiate	4	-3	-6	-15	6	-13
V1aR counter	0.2	-0.2	-0.8	0.3	0.8	5.2

31) COc1ccc(C(c2nnnn2CC2CCCO2)N2CCC(C(N)=O)CC2)cc1 (stereo unspecified)
32) O=C(O)CC(C(=O)O)n1nc(-c2ccccc2)cc1-c1ccccc1 (stereo unspecified)
33) O=C(O)c1ccccc1NN=C1CCCCC1
34) O=C(COc1ccc(S(=O)(=O)NCc2ccccc2)cc1Cl)N1CCOCC1
35) COc1ccccc1/C=C1\CCC(C2CCCC2)C1=O (stereo unspecified)
36) NS(=O)(=O)c1ccc(CCNC(=O)C2CCN(S(=O)(=O)c3ccccc3)CC2)cc1
Compound	31	32	33	34	35	36
GalR3 antagonist	0	-2	0	-4	0	4
NALP1 yeast inh	-2	-14	34	14	26	-3
M18AAP inhibitor	2	-3	19	-3	-3	0
OXTR ag	0.9	-1.1	-1.1	3.0	-1.8	-0.8
GPR7 antagonist	-4	1	-4	-10	-12	-1
MEKK2 mut-MEK5	-2	11	-1	-1	0	0
MEKK2 WT-MEK5	103	111	97	94	102	97
OXTR potentiate	3	-11	-5	-5	-7	-4
V1aR counter	0.8	0.4	0.3	2.8	-1.0	-0.4

# Retrieved by compound from the list above (3):
34) O=C(COc1ccc(S(=O)(=O)NCc2ccccc2)cc1Cl)N1CCOCC1
13) Cc1ccc(CNCC(=O)Nc2ccc(N3CCOCC3)cc2)cc1
17) NC1=C(O)C(=O)C(c2ccccc2)O1 (stereo unspecified)
Compound	34	13	17
GalR3 antagonist	-4	10	-7
NALP1 yeast inh	14	19	8
M18AAP inhibitor	-3	-2	6
OXTR ag	3.0	3.8	0.4
GPR7 antagonist	-10	-12	-8
MEKK2 mut-MEK5	-1	1	2
MEKK2 WT-MEK5	94	92	97
OXTR potentiate	-5	-4	-12
V1aR counter	2.8	0.5	1.5

# The list goes on:
37) O=S(=O)(c1ccc(F)cc1)N1CCN(C(=S)NC2CC2)CC1
38) O=C(CC(=O)Nc1ccccc1C(=O)O)NNC(=O)Cc1ccccc1
39) O=C(CSc1nnc(-c2ccccn2)n1Cc1ccco1)c1ccc(-c2ccccc2)cc1
40) NC(=O)C1CCN(c2oc(/C=C/c3ccccc3)nc2S(=O)(=O)c2ccccc2)CC1
41) CC1CCCCC1NC(=O)COC(=O)c1ccc2ccccc2n1 (stereo unspecified)
42) O=C(O)CC(NC(=O)c1sc2ccccc2c1Cl)c1ccc(OC2CCCC2)cc1 (stereo unspecified)
Compound	37	38	39	40	41	42
GalR3 antagonist	-3	-5	0	-7	2	-3
NALP1 yeast inh	.	7	13	38	1	10
M18AAP inhibitor	.	8	-4	5	-2	3
OXTR ag	1.2	1.0	0.1	-0.7	-1.3	-0.5
GPR7 antagonist	.	9	-6	0	-2	3
MEKK2 mut-MEK5	.	-18	1	5	-19	-3
MEKK2 WT-MEK5	.	62	111	105	63	93
OXTR potentiate	-3	6	-1	-2	-12	-1
V1aR counter	0.1	0.2	0.9	-1.3	0.2	1.1

43) COc1ccccc1NC(=O)C1C2C=CC(O2)C1C(=O)O (stereo unspecified)
44) CC(C)N1CCN(c2ccc(S(=O)(=O)N3CCOCC3)cn2)CC1
45) Cc1onc(-c2ccccc2)c1C(=O)NCc1ccccn1
46) CN(C)c1ccc(/C=N/NC2=NS(=O)(=O)c3ccccc32)cc1
47) Cc1nnc(NC(=O)COc2ccc3c(C)cc(=O)oc3c2)s1
48) COC(=O)c1cccc(Nc2ccc([N+](=O)[O-])cn2)c1
Compound	43	44	45	46	47	48
GalR3 antagonist	.	-5	-4	2	0	-5
NALP1 yeast inh	4	10	29	-13	5	3
M18AAP inhibitor	-101	-9	1	19	4	-5
OXTR ag	0.9	.	0.1	-0.2	-0.5	0.5
GPR7 antagonist	6	-10	-9	6	9	3
MEKK2 mut-MEK5	0	-2	0	11	.	-8
MEKK2 WT-MEK5	100	100	95	100	.	93
OXTR potentiate	-15	.	5	-5	-8	-4
V1aR counter	0.4	.	0.9	0.2	0.5	0.5

49) NNC(=S)NCc1ccco1
50) COC(=O)c1nnn(-c2nonc2N)c1CN1CCc2ccccc21
51) Cc1ccc(C(=O)Nc2ccccc2C(=O)NCc2cccnc2)cc1
52) CCOC(=O)c1cnc2cc(-c3ccc(C)cc3)nn2c1-c1ccccc1
53) COc1cccc(CNC(=O)CNC(=O)c2cccs2)c1
54) CC(=O)c1cccc(N(C(=O)c2ccccn2)C(C(=O)NC2CCCCC2)c2ccccc2)c1 (stereo unspecified)
Compound	49	50	51	52	53	54
GalR3 antagonist	-2	-5	-1	0	-2	-7
NALP1 yeast inh	-11	14	7	16	11	9
M18AAP inhibitor	4	10	1	-4	-13	-12
OXTR ag	-0.5	0.4	0.0	1.9	1.3	0.2
GPR7 antagonist	-8	2	2	-4	4	-3
MEKK2 mut-MEK5	13	7	-2	3	1	-9
MEKK2 WT-MEK5	106	102	100	99	99	87
OXTR potentiate	-9	-16	-13	14*	-4	4
V1aR counter	-0.9	0.0	1.2	1.4	0.1	0.0

55) Cc1cc(OC(=O)c2ccccc2Br)c([N+](=O)[O-])c(=O)[nH]1
56) CCOc1ccc(NC(=O)c2cccc(NC3=NC4CS(=O)(=O)CC4S3)c2)cc1 (stereo unspecified)
57) CCOc1ccc(OCC(=O)NCCS(=O)(=O)N2CCN(c3ccc(F)cc3)CC2)cc1
58) O=C(N/N=C/c1cccc([N+](=O)[O-])c1)c1cc(-c2ccccc2)nc2ccccc12
59) Cc1ccnc2nc(C(=O)OCC(=O)NCCc3ccc(Cl)cc3)nn12
60) Cc1ccc(S(=O)(=O)N2CCN(CC(=O)N/N=C\c3ccc(O)c(O)c3)CC2)cc1
Compound	55	56	57	58	59	60
GalR3 antagonist	4	.	0	-4	-10	-4
NALP1 yeast inh	8	14	10	18	.	.
M18AAP inhibitor	1	3	0	-1	-3	48*
OXTR ag	0.5	0.8	5.3	-0.4	-0.6	0.1
GPR7 antagonist	-5	-17	-3	2	-6	-16
MEKK2 mut-MEK5	2	-1	0	0	0	28
MEKK2 WT-MEK5	103	101	103	109	104	117
OXTR potentiate	-4	3	-11	-10	-1	-3
V1aR counter	0.5	-0.3	18	0.4	-0.4	1.5
